Screens: PubChem, National Center for Advancing Translational Sciences (NCATS)
IDH1 R132H inh: inhibitors of human mutant IDH1 R132H; O75874; IDH1-R132H enzyme, NADPH consumption, diaphorase/resazurin fluorescence; Potency, µM (titrated, usually from 76.6 µM), for inactives: at the highest dose activity change, negative = inhibition, most hits filed as inhibitors; 390,000 compounds, 0.093% hits; AID 602179; further: potency means the concentration at half of the fitted maximal effect; on the % scale 0 is the no-effect control and ±100 the full control effect; nearly all actives have a fitted effect of over 65% in size
Target sequence (O75874 whole entry R132H, stated change not applied): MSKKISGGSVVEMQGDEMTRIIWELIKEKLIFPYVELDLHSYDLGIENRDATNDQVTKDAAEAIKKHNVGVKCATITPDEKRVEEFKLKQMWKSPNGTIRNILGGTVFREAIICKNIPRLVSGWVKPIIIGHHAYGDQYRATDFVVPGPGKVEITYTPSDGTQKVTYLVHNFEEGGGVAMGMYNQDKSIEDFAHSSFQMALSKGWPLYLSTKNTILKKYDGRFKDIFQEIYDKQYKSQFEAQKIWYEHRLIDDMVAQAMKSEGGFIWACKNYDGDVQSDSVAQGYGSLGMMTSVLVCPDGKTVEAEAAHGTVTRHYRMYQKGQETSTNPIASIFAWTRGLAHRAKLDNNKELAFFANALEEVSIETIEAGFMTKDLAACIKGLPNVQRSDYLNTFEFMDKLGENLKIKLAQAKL
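IDH1-R132H (0.5 ug/mL) preincubated 30 min with compound, then NADPH (0.016 mM) and alpha-KG (2 mM) added; 80 min at RT, pH 7.5. Remaining NADPH coupled via diaphorase/resazurin to fluorescence (540/590 nm); concentration-response curves normalized to no-enzyme control.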
TrxR1 substrate: rat thioredoxin reductase 1 substrate activity | O89049 | AID 588456 | Potency, µM (highest dose often 114 µM), for the others: top-dose activity change, negative = substrate turnover | purified TrxR1 substrate turnover, NADPH consumption readout | 390,000 compounds, 0.01% hits; further: potency means the concentration at half of the fitted maximal effect; on the % scale 0 is the no-effect control and ±100 the full control effect; nearly all actives have a fitted effect of over 50% in size
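Rat TrxR1, dispensed at 90 nM, was prereduced with 400 uM NADPH (final) for 5 min at ~22 deg C, then incubated with compound 15 min before 400 uM selenite. A first-read NADPH fluorescence drop versus no-compound background flagged substrates.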
USP1 inh: inhibitors of human USP1/UAF1 deubiquitinase; Potency, µM (highest dose often 57.1 µM), for inactives: at the top dose activity change, negative = inhibition, hits mostly inhibitors; 390,000 compounds, 0.23% hits; recombinant USP1/UAF1, Ub-Rhodamine cleavage fluorescence; O94782; further: potency means the concentration at half of the fitted maximal effect; on the % scale 0 is the no-effect control and ±100 the full control effect; nearly all actives have a fitted effect of over 60% in size; inactives centre near -12
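High-throughput fluorogenic screen: 1nM USP1/UAF1 complex, Ub-Rho substrate 150nM final, 50mM HEPES pH 7.8 with 0.5mM EDTA, 0.1 mg/ml BSA, 1mM TCEP and 0.01% Tween-20.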
D2 antagonist: antagonizes the human D2 dopamine receptor | HEK293 TREx D2 cells, calcium flux, dopamine EC80 | inhibition, % at 10 µM | P14416 | 340,000 compounds, 2% hits; in the data active means inhibition above about 30%; further: 0% is about no effect
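Overnight-induced (tetracycline, 30 C) HEK293 T-REx cells carrying force-coupled D2 receive a no-wash calcium dye, then compound, then EC80 dopamine at 180 s; signals are read kinetically throughout.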
TrxR1 inh: blocks rat thioredoxin reductase 1. 390,000 compounds, 1% hits. AID 588453. O89049. Potency, µM (doses to about 114 µM), for inactives: at the highest dose activity change, negative = inhibition, hits mostly inhibitors. recombinant rTrxR1, NADPH fluorescence consumption, selenite substrate; further: potency means the concentration at half of the fitted maximal effect; on the % scale 0 is the no-effect control and ±100 the full control effect; nearly all actives have a fitted effect of over 65% in size
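Rat TrxR1 (90 nM in the dispensed reagent) was pre-reduced with 400 uM NADPH for 5 min at room temperature, then incubated with compound for 15 min. After 400 uM selenite was added, NADPH fluorescence (Ex 340/Em 450 nm) was followed for 8 min.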
TRHR agonist: activates the human TRH receptor; TRHR cells, calcium flux fluo-8, FDSS agonist mode; 360,000 compounds, 0.18% hits; activation, % at 2 µM; P34981; in the data active means activation above about 30%; further: 0% is about no effect
Target sequence (P34981 whole entry, looked up): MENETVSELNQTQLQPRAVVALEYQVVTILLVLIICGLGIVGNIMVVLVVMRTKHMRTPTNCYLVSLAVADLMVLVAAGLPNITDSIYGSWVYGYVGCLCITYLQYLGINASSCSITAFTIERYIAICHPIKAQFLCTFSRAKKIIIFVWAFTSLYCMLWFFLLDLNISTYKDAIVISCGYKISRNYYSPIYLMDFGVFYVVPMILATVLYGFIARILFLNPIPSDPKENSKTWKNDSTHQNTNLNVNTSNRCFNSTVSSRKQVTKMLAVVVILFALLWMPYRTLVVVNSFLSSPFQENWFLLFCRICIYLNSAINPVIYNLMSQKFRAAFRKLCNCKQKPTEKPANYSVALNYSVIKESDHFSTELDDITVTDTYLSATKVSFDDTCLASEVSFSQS
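Steps: seed TRHR cells overnight; add fluo-8 no-wash Ca dye, RT 30 min–1.5 h; record 10 s baseline; pin-transfer compounds; monitor fluorescence 1 cycle/s for the agonist window. Calcium increases flag candidate agonists.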
D2 agonist: activates the human D2 dopamine receptor | P14416 | HEK293 T-REx D2 cells, calcium flux agonist mode | activation, % at 2 µM | 340,000 compounds, 0.53% hits;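 active means activation over 3 SD above normal in the single-dose calcium agonist read, cut at about 30% in these data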; further: 0% is about no effect
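HEK293 Trex D2 cells, tetracycline-induced, o/n 30 C 5% CO2; no-wash Ca dye, RT 30–90 min; 10-cycle baseline, 23 nl cpd added, kinetic Ca read 180 s; agonist hits = positive Ca response.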
TRHR PAM: TRH receptor (human) allosteric enhancement; P34981; TRHR cells, fluo-8 calcium fluorescence, EC20 TRH enhancement; enhancement, % at 2 µM; 360,000 compounds, 0.66% hits; in the data active means enhancement above about 30%; further: 0% is about no effect
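TRHR-expressing cells loaded with fluo-8 calcium dye were read kinetically (ex 480/em 530) during compound addition, then stimulated with an EC20 of TRH (10 nM final). Enhancement of the Gq-mediated intracellular calcium response was scored.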
PI4K2A block: blocks human PI4K2A kinase activity; Q9BTU6; purified PI4K2A, ADP-Glo luminescence, 1 h; active compounds read low; activity change, negative = inhibition, % at 76.9 µM; 420,000 compounds, 0.13% hits; AID 1346378; in the data active means activity change below about -50%; inconclusive means mostly about -30% to -49%;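 further: -100% = wells without enzyme as full effect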
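PI4K2A activity was measured by ADP-Glo luminescence: enzyme (4 ug/mL stock) and phosphatidylinositol (1.2 mM stock) in Tris pH 7.5/MgCl2/EGTA/Triton X-100 buffer were reacted with ATP (300 microM stock) for one hour at ambient temperature.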
The depositor's hits bear a star; [ ] = dose if it differs, or a comment. Unless noted, the call rests on the fitted dose curve; in most records, active means well fitted inhibition curve with a large enough effect; inconclusive means small, poorly fitted or top-dose-only effect; inactive means no such curve, though single readings can be large or run the other way.

How did CCOC(=O)C1=C(C)OC(N)=C(C#N)C1c1ccc(C)o1 (configuration not stated) do in these assays?
IDH1 R132H inh: 4.1%; TrxR1 substrate: -6.9%; USP1 inh: 0.8%; D2 antagonist: 5.0; TrxR1 inh: inconclusive; TRHR agonist: -1.1; D2 agonist: 0.0; TRHR PAM: 0.7; PI4K2A block: -4.4

How did CCS(=O)(=O)CCSc1nc(C)cc(C)n1 do in these assays?
IDH1 R132H inh: -3.1%; TrxR1 substrate: 0.5%; USP1 inh: 10.1%; D2 antagonist: -8.5; TrxR1 inh: 7.6%; TRHR agonist: 0.3; D2 agonist: -0.7; TRHR PAM: -0.2; PI4K2A block: -4.7

What do the screens show for `Cn1nccc1C(=O)Nc1sc2c(c1C#N)CCCC2`?
IDH1 R132H inh: 1.4%; TrxR1 substrate: 2.3%; USP1 inh: -4.4%; D2 antagonist: 8.2; TrxR1 inh: -18.2%; TRHR agonist: 1.7; D2 agonist: 0.0; TRHR PAM: 0.1; PI4K2A block: -10.1

What do the screens show for `Cc1ccc(S(=O)(=O)N(C)C(C)CCc2ccco2)cc1` (configuration not stated)?
IDH1 R132H inh: -1.3%; TrxR1 substrate: -2.4%; USP1 inh: -20.7%; D2 antagonist: -24.2; TrxR1 inh: -5.4%; TRHR agonist: -1.6; D2 agonist: -0.4; TRHR PAM: -5.2; PI4K2A block: -0.3

How did CCOC(=O)CC1c2cc(OCC)c(OCC)cc2CCN1C(=O)Nc1cccc(Cl)c1 (configuration not stated) do in these assays?
IDH1 R132H inh: -5.3%; TrxR1 substrate: 0.4%; USP1 inh: -13.2%; TrxR1 inh: 19.4%; TRHR agonist: 1.9; D2 agonist: 1.6; TRHR PAM: 11.2; PI4K2A block: -8.0

How did Cc1ccc2[nH]c3c(NCCCN4CCCC4=O)ncnc3c2c1 do in these assays?
IDH1 R132H inh: 7.8%; TrxR1 substrate: 40.3%[activator][57.1 µM]; USP1 inh: 2.6%; D2 antagonist: 0.3; TrxR1 inh: 1.7%[57.1 µM]; TRHR agonist: -0.2; D2 agonist: -0.4; TRHR PAM: 5.1; PI4K2A block: -8.4

How did Cc1ccc(C(=O)NCC(=O)N2CCCC(C(F)(F)F)C2)s1 (configuration not stated) do in these assays?
IDH1 R132H inh: 10.9%; TrxR1 substrate: -9.5%; USP1 inh: -5.3%; D2 antagonist: -8.2; TrxR1 inh: -9.9%; TRHR agonist: -0.2; D2 agonist: -0.4; TRHR PAM: 11.9; PI4K2A block: 3.0

How did CN(C)S(=O)(=O)c1cccc(NC(=O)COC(=O)c2ccc3ccccc3n2)c1 do in these assays?
IDH1 R132H inh: -0.9%; TrxR1 substrate: 0.0%; USP1 inh: -1.8%; TrxR1 inh: 2.1%; PI4K2A block: 1.9

What do the screens show for `Cc1ccc2c(c1)-c1c(ssc1=S)C(C)(C)N2C(=O)c1ccco1`?
IDH1 R132H inh: -4.4%; TrxR1 substrate: -15.0%; USP1 inh: -30.0%; D2 antagonist: -4.0; TrxR1 inh: -8.1%; TRHR agonist: -0.6; D2 agonist: 0.3; TRHR PAM: 0.0; PI4K2A block: -1.9

How did CCOC(=O)c1ccc(NC(=O)CCNC(=O)c2ccc([N+](=O)[O-])cc2)cc1 do in these assays?
IDH1 R132H inh: -2.0%; TrxR1 substrate: -11.0%; USP1 inh: -10.0%; D2 antagonist: 11.5; TrxR1 inh: -5.3%; TRHR agonist: -0.3; D2 agonist: -0.8; TRHR PAM: 3.2; PI4K2A block: 4.0

Results for COc1ccc(NC(=O)c2cnn(-c3ccccc3)c2C)cc1OC ?
IDH1 R132H inh: 6.9%; TrxR1 substrate: 4.5%[57.1 µM]; USP1 inh: -16.7%; D2 antagonist: 3.3; TrxR1 inh: 6.4%[57.1 µM]; TRHR agonist: -0.2; D2 agonist: 0.4; TRHR PAM: -10.0; PI4K2A block: -2.0

What do the screens show for `COc1ccc(NC(=O)C2CCC(N3C(=O)C4C5C=CC(C5)C4C3=O)CC2)cc1` (configuration not stated)?
IDH1 R132H inh: 9.9%; TrxR1 substrate: 5.3%; USP1 inh: -14.6%; D2 antagonist: 4.0; TrxR1 inh: 10.4%; TRHR agonist: -0.7; D2 agonist: -0.9; TRHR PAM: 4.5; PI4K2A block: 4.7

2 successive compounds from above, quoted:
How did CCOC(=O)C1=C(C)OC(N)=C(C#N)C1c1ccc(C)o1 (configuration not stated) do in these assays?
IDH1 R132H inh: 4.1%; TrxR1 substrate: -6.9%; USP1 inh: 0.8%; D2 antagonist: 5.0; TrxR1 inh: inconclusive; TRHR agonist: -1.1; D2 agonist: 0.0; TRHR PAM: 0.7; PI4K2A block: -4.4

How did CCS(=O)(=O)CCSc1nc(C)cc(C)n1 do in these assays?
IDH1 R132H inh: -3.1%; TrxR1 substrate: 0.5%; USP1 inh: 10.1%; D2 antagonist: -8.5; TrxR1 inh: 7.6%; TRHR agonist: 0.3; D2 agonist: -0.7; TRHR PAM: -0.2; PI4K2A block: -4.7

Next section
How did CCN(CC)S(=O)(=O)c1cccc(N2CC(O)=C(c3ccccc3)C2=N)c1 do in these assays?
IDH1 R132H inh: 11.0%; TrxR1 substrate: 3.7%; USP1 inh: -23.7%; D2 antagonist: 0.2; TrxR1 inh: 16.8%; TRHR agonist: 0.1; D2 agonist: 0.7; TRHR PAM: -1.7; PI4K2A block: -1.6

How did Cc1cccc(-n2c(O)c(C=Nc3cccc(O)c3)c3ccccc3c2=O)n1 do in these assays?
IDH1 R132H inh: 3.0%; TrxR1 substrate: -7.2%; USP1 inh: -17.2%; D2 antagonist: 0.5; TrxR1 inh: -4.3%; TRHR agonist: 0.1; D2 agonist: 0.2; TRHR PAM: 22.0; PI4K2A block: -0.4

Results for Cc1cc(C(=O)COc2ccccc2Cl)c(C)n1-c1ccc2c(c1)OCO2 ?
IDH1 R132H inh: 1.6%; TrxR1 substrate: -6.8%; USP1 inh: -21.8%; D2 antagonist: 5.5; TrxR1 inh: -2.0%; TRHR agonist: 0.5; D2 agonist: 0.8; TRHR PAM: -1.9; PI4K2A block: 2.4

What do the screens show for `COC(=O)c1ccc(Cl)cc1NC(=O)/C=C/c1ccc(C)o1`?
IDH1 R132H inh: 7.9%; TrxR1 substrate: 10.1%[57.1 µM]; USP1 inh: -20.2%; D2 antagonist: -3.3; TrxR1 inh: -10.6%[57.1 µM]; TRHR agonist: -0.1; D2 agonist: 0.1; TRHR PAM: 4.4; PI4K2A block: 7.5

How did O=C1OCCC1Sc1nc2cc(Cl)ccc2n1Cc1ccccc1 (configuration not stated) do in these assays?
IDH1 R132H inh: 0.4%; TrxR1 substrate: 5.0%[57.1 µM]; USP1 inh: -22.0%; D2 antagonist: -2.0; TrxR1 inh: -1.7%[57.1 µM]; TRHR agonist: -0.1; D2 agonist: -0.2; TRHR PAM: 1.0; PI4K2A block: -8.1

Results for COc1cc2ccccc2c2c1CCCC2=O ?
IDH1 R132H inh: 5.1%; TrxR1 substrate: 2.8%; USP1 inh: -3.8%; D2 antagonist: -12.2; TrxR1 inh: 18.6%; TRHR agonist: -0.6; D2 agonist: 0.4; TRHR PAM: 14.1; PI4K2A block: -3.2

How did N#C/C(=C/c1ccc([N+](=O)[O-])cc1)C(=O)Nc1ccccc1O do in these assays?
IDH1 R132H inh: -5.2%; TrxR1 substrate: -1.4%; USP1 inh: -9.7%; D2 antagonist: -6.8; TrxR1 inh: -25.3%; TRHR agonist: 1.1; D2 agonist: 1.2; TRHR PAM: -0.9; PI4K2A block: 25.1

Results for NC(=O)CSc1ccc(F)cc1 ?
IDH1 R132H inh: -4.8%; TrxR1 substrate: 2.6%; USP1 inh: -3.9%; TrxR1 inh: 8.8%; TRHR agonist: 0.5; TRHR PAM: 1.6; PI4K2A block: 0.0

What do the screens show for `CCn1c(C)c(CCC(=O)O)c(=O)n2nc(-c3ccccc3OC)cc12`?
IDH1 R132H inh: 0.0%; TrxR1 substrate: 141.6%[activator]; USP1 inh: -4.9%; D2 antagonist: 6.9; TrxR1 inh: -16.7%; TRHR agonist: 0.7; D2 agonist: -0.1; TRHR PAM: -1.3; PI4K2A block: 4.2

What do the screens show for `O=C(O)CN1C(c2ccccc2)=Nc2ccc(Br)cc2C1c1ccccc1` (configuration not stated)?
IDH1 R132H inh: 5.6%; TrxR1 substrate: 7.4%[57.1 µM]; USP1 inh: 1.2%; D2 antagonist: 1.7; TrxR1 inh: 7.4%; TRHR agonist: 0.5; D2 agonist: 0.0; TRHR PAM: 2.9; PI4K2A block: 6.1

Results for CN(C)S(=O)(=O)n1cc(/C=C(\NC(=O)c2ccccc2)C(=O)N2CCCC2)c2ccccc21 ?
IDH1 R132H inh: 8.2%; TrxR1 substrate: -6.2%; USP1 inh: 1.5%; D2 antagonist: -12.6; TrxR1 inh: 34.6%; TRHR agonist: 0.1; D2 agonist: -1.0; TRHR PAM: -8.7; PI4K2A block: 3.9

How did COC(=O)C1=C(C)Nc2c(c(=O)n(C)c(=O)n2C)C1c1ccc(C)cc1 (configuration not stated) do in these assays?
IDH1 R132H inh: 0.6%; TrxR1 substrate: 3.6%[57.1 µM]; USP1 inh: 1.3%; D2 antagonist: 10.6; TrxR1 inh: 3.0%[57.1 µM]; TRHR agonist: 0.1; D2 agonist: -0.2; TRHR PAM: -6.0; PI4K2A block: 2.6

What do the screens show for `COc1ccc(NC(=O)CCn2c(=O)c3cccn3c3ccccc32)cc1`?
IDH1 R132H inh: -6.8%; TrxR1 substrate: -17.9%; USP1 inh: -8.0%; D2 antagonist: 9.6; TrxR1 inh: -23.6%; TRHR agonist: -0.9; D2 agonist: -0.6; TRHR PAM: -1.2; PI4K2A block: 3.1

What do the screens show for `CC(=O)Nc1ccccc1C(=O)C(=O)Nc1ccc(C)c(C)c1`?
IDH1 R132H inh: -3.2%; TrxR1 substrate: 6.0%[57.1 µM]; USP1 inh: -25.5%; D2 antagonist: 1.5; TrxR1 inh: 14.8%[57.1 µM]; TRHR agonist: 0.0; D2 agonist: 0.2; TRHR PAM: 0.1; PI4K2A block: 6.8
